# Source: PubChem BioAssay
# INS-1E ATP HTS: protection of INS-1E cells from cytokine death, primary screen, ATP luminescence, single point; protection from cytokine-induced ATP loss, % at 10 µM; hit rate 0.1% among 20,000; INS-1E cytokine-induced death, 48 h; normalised: neutral wells 0, positive control 100;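 active = mean replicate protection from cytokine-induced ATP loss at least 50% and at least 75% of replicates each reaching 50%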
#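 assay system = INS-1E rat insulinoma cells | amount = 8000 cells per well | medium = phenol-red-free RPMI with 5% fetal bovine serum | doses = one compound concentration, pin transfer | timing = 48 h cytokine plus compound treatment, 10 min reagent incubation | also added = IL-1β, TNF-α and IFN-γ cytokine mix | signal = CellTiter-Glo luminescence measuring cellular ATP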
# T cruzi HTS: inhibitors of intracellular Trypanosoma cruzi, primary screen, cell-based, plate reader, single point, set 2; intracellular Trypanosoma cruzi in host cells; activity score (inhibition), % at 5.01 µM; hit rate 4.9% among 22,000; AID 651903, 2012; in the data active = activity score above about 55%;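 also: parasites and compound incubated about four days before reading; 0% = median of neutral control wells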
# * = called active by the depositor; · = no result given.
no.	smiles	T cruzi HTS	INS-1E ATP HTS
1	C[C@H]1CN([C@@H](C)CO)C(=O)c2cc(NS(=O)(=O)c3cn(C)cn3)ccc2O[C@@H]1CN(C)S(=O)(=O)c1cn(C)cn1	-27	1
2	Cc1noc(C)c1NC(=O)N(C)C[C@@H]1Oc2ccc(NC(=O)Cc3ccccc3)cc2C(=O)N([C@@H](C)CO)C[C@@H]1C	-12	2
3	C[C@@H]1CN([C@@H](C)CO)C(=O)c2cc(NC(=O)Nc3ccc(C(F)(F)F)cc3)ccc2O[C@H]1CN(C)C(=O)Nc1ccc2c(c1)OCO2	9	-10
4	C[C@H](CO)N1C[C@H](C)[C@H](CN(C)Cc2ccc(-c3ccccc3)cc2)Oc2c(NS(=O)(=O)c3ccccc3)cccc2C1=O	1	-32
5	C[C@@H]1CN([C@H](C)CO)C(=O)c2cc(NC(=O)Nc3ccc(F)cc3)ccc2O[C@@H]1CN(C)S(=O)(=O)c1cn(C)cn1	-19	6
6	C[C@H](CO)N1C[C@H](C)[C@H](CN(C)C(=O)Nc2ccccc2)Oc2c(NC(=O)CCCCCC(=O)Nc3ccccc3N)cccc2C1=O	9	0
7	COc1ccc(NC(=O)Nc2ccc3c(c2)C(=O)N([C@H](C)CO)C[C@H](C)[C@H](CN(C)C(=O)Nc2ccc4c(c2)OCO4)OCCCC[C@@H](C)O3)cc1	-32	15
8	C[C@H](CO)N1C[C@H](C)[C@@H](CN(C)C(=O)NC2CCCCC2)Oc2ccc(NC(=O)CCCCCC(=O)Nc3ccccc3N)cc2C1=O	4	11
9	CNC[C@H]1Oc2ccc(NC(=O)Cc3cn(C)c4ccccc34)cc2C(=O)N([C@@H](C)CO)C[C@@H]1C	-5	11
10	C[C@H](CO)N1C[C@H](C)[C@H](CN(C)S(=O)(=O)c2ccc(Cl)cc2)Oc2ccc(NC(=O)C3CCCCC3)cc2C1=O	10	·
11	Cc1ccc(S(=O)(=O)Nc2ccc3c(c2)C(=O)N([C@@H](C)CO)C[C@H](C)[C@H](CN(C)Cc2ccc(Oc4ccccc4)cc2)O3)cc1	3	-3
12	COc1ccc(CN(C)C[C@@H]2Oc3ccc(NC(=O)C4CC4)cc3C(=O)N([C@H](C)CO)C[C@H]2C)cc1	-2	4
13	C[C@H]1CN([C@@H](C)CO)C(=O)c2cccc(NC(=O)c3ccncc3)c2O[C@H]1CN(C)C	-20	10
14	C[C@@H]1CN([C@@H](C)CO)C(=O)c2cccc(NS(=O)(=O)c3ccccc3)c2O[C@@H]1CN(C)C(=O)Nc1ccc(F)cc1	-4	-1
15	Cc1cc(C(=O)Nc2cccc3c2O[C@@H](CN(C)C(=O)Nc2ccc(C(F)(F)F)cc2)[C@H](C)CN([C@@H](C)CO)C3=O)n(C)n1	-21	1
16	COc1ccc(S(=O)(=O)Nc2ccc3c(c2)CC(=O)N([C@H](C)CO)C[C@H](C)[C@H](CN(C)Cc2ccncc2)O3)cc1	-9	-2
17	C[C@@H]1CN([C@H](C)CO)C(=O)Cc2cc(NC(=O)Nc3ccc(C(F)(F)F)cc3)ccc2O[C@H]1CN(C)C(=O)Nc1ccc2c(c1)OCO2	-19	1
18	COc1ccc(NC(=O)Nc2ccc3c(c2)CC(=O)N([C@H](C)CO)C[C@H](C)[C@H](CN(C)S(=O)(=O)c2c(C)noc2C)O3)cc1	-16	7
19	COc1ccc(CN(C)C[C@H]2Oc3c(NS(=O)(=O)c4ccccc4)cccc3C(=O)N([C@@H](C)CO)C[C@H]2C)cc1	-3	3
20	C[C@H]1CN([C@@H](C)CO)C(=O)c2cc(NC(=O)C3CC3)ccc2O[C@H]1CN(C)Cc1ccc2c(c1)OCO2	9	0
21	C[C@@H]1CN([C@@H](C)CO)C(=O)c2cccc(NC(=O)Nc3ccccc3)c2O[C@H]1CN(C)S(C)(=O)=O	-11	8
22	C[C@@H]1CN([C@H](C)CO)C(=O)c2cccc(NC(=O)Nc3ccc4c(c3)OCO4)c2O[C@@H]1CN(C)S(=O)(=O)c1ccccc1	-17	-5
23	COc1ccc(NC(=O)N(C)C[C@@H]2Oc3ccc(NC(=O)CCN4CCOCC4)cc3C(=O)N([C@H](C)CO)C[C@H]2C)cc1	-12	7
24	C[C@H](CO)N1C[C@H](C)[C@H](CN(C)Cc2ccc3c(c2)OCO3)Oc2c(cccc2N(C)C)C1=O	-2	-3
25	C[C@@H]1CN([C@@H](C)CO)C(=O)Cc2cc(NC(=O)Nc3ccccc3)ccc2O[C@@H]1CN(C)CC1CCCCC1	9	-18
26	Cc1noc(C)c1NC(=O)N(C)C[C@@H]1Oc2c(NC(=O)c3nc4ccccc4s3)cccc2C(=O)N([C@@H](C)CO)C[C@@H]1C	-2	0
27	C[C@H](CO)N1C[C@H](C)[C@@H](CN(C)C(=O)Nc2ccc3c(c2)OCO3)Oc2ccc(NS(=O)(=O)c3cn(C)cn3)cc2C1=O	4	6
28	C[C@@H]1CN([C@H](C)CO)C(=O)Cc2cc(NC(=O)Nc3ccc4c(c3)OCO4)ccc2O[C@H]1CN(C)C(=O)Nc1ccc(F)cc1	-13	8
29	C[C@@H]1CN([C@H](C)CO)C(=O)Cc2cc(NC(=O)Nc3ccc4c(c3)OCO4)ccc2O[C@@H]1CN(C)C(=O)Nc1ccccc1	-4	-5
30	C[C@@H]1CN([C@H](C)CO)C(=O)Cc2cc(NC(=O)CCCCCC(=O)Nc3ccccc3N)ccc2O[C@@H]1CN(C)Cc1ccc(C(F)(F)F)cc1	-7	-9
31	COc1ccc(NC(=O)N(C)C[C@H]2Oc3c(NC(=O)NC4CCCCC4)cccc3C(=O)N([C@H](C)CO)C[C@H]2C)cc1	2	5
32	C[C@H](CO)N1C[C@H](C)[C@@H](CN(C)S(C)(=O)=O)Oc2c(NC(=O)C3CCOCC3)cccc2C1=O	-6	-10
33	C[C@@H]1CN([C@H](C)CO)C(=O)Cc2cc(NC(=O)Nc3ccc(F)cc3)ccc2O[C@@H]1CN(C)S(=O)(=O)c1cccs1	-11	2
34	C[C@@H]1CN([C@H](C)CO)C(=O)c2cc(NS(=O)(=O)c3ccccc3)ccc2O[C@H]1CN(C)Cc1ccc(C(=O)O)cc1	-6	9
35	C[C@@H]1CN([C@@H](C)CO)C(=O)Cc2cc(NC(=O)Nc3cccc4ccccc34)ccc2O[C@@H]1CN(C)S(=O)(=O)c1ccccc1	20	-14
36	C[C@@H]1CCCCO[C@H](CN(C)S(=O)(=O)c2ccc(F)cc2)[C@@H](C)CN([C@H](C)CO)C(=O)c2cc(NS(=O)(=O)c3cn(C)cn3)ccc2O1	-27	7
37	C[C@H](CO)N1C[C@H](C)[C@H](CN(C)Cc2ccc(Oc3ccccc3)cc2)Oc2ccc(NC(=O)CCCCCC(=O)Nc3ccccc3N)cc2CC1=O	49	28
38	C[C@H](CO)N1C[C@H](C)[C@H](CN(C)Cc2ccc(C(=O)O)cc2)Oc2ccc(NC(=O)Cc3cn(C)c4ccccc34)cc2CC1=O	-56	24
39	Cc1noc(C)c1NC(=O)Nc1cccc2c1O[C@@H](CN(C)C(=O)Nc1ccc(C(F)(F)F)cc1)[C@@H](C)CN([C@H](C)CO)C2=O	8	-4
40	C[C@H]1CN([C@@H](C)CO)C(=O)c2cccc(NC(=O)Nc3cccc4ccccc34)c2O[C@H]1CN(C)C(=O)Nc1cccc2ccccc12	17	7
41	CC(C)COC(=O)N(C)C[C@@H]1OCc2cn(nn2)CCCC(=O)N([C@@H](C)CO)C[C@H]1C	-14	·
42	C[C@@H]1CN([C@@H](C)CO)C(=O)c2cccc(NC(=O)Nc3ccc4c(c3)OCO4)c2O[C@H]1CN(C)C(=O)NC1CCCCC1	-14	8
43	C[C@@H]1CN([C@@H](C)CO)C(=O)c2cc(NC(=O)Cc3ccccc3)ccc2O[C@H]1CN(C)CC1CC1	4	-6
44	CNC[C@H]1Oc2ccc(NC(=O)C3CC3)cc2C(=O)N([C@H](C)CO)C[C@@H]1C	5	5
45	C[C@@H]1CN([C@@H](C)CO)C(=O)c2cc(NS(=O)(=O)c3cccs3)ccc2O[C@@H]1CN(C)Cc1ccc(C(=O)Nc2ccccc2N)cc1	48	38
46	C[C@@H]1CN([C@@H](C)CO)C(=O)c2cc(NC(=O)Cc3cn(C)c4ccccc34)ccc2O[C@H]1CN(C)C(=O)NC1CCCCC1	3	-14
47	COc1ccc(S(=O)(=O)Nc2cccc3c2O[C@H](CN(C)S(=O)(=O)c2ccc(C)cc2)[C@H](C)CN([C@H](C)CO)C3=O)cc1	0	9
48	C[C@@H]1CN([C@H](C)CO)C(=O)c2cc(NC(=O)CCC(F)(F)F)ccc2O[C@H]1CN(C)C(=O)Nc1ccccc1	2	12
49	COc1ccc(NC(=O)Nc2cccc3c2O[C@H](CN(C)Cc2ccc(C(=O)O)cc2)[C@H](C)CN([C@H](C)CO)C3=O)cc1	-9	5
50	C[C@H](CO)N1C[C@H](C)[C@@H](CN(C)Cc2ccc(C(F)(F)F)cc2)Oc2ccc(NC(=O)Nc3ccc(F)cc3)cc2C1=O	12	-62

# 3 entries from above, in transposed form.
[36] C[C@@H]1CCCCO[C@H](CN(C)S(=O)(=O)c2ccc(F)cc2)[C@@H](C)CN([C@H](C)CO)C(=O)c2cc(NS(=O)(=O)c3cn(C)cn3)ccc2O1
[37] C[C@H](CO)N1C[C@H](C)[C@H](CN(C)Cc2ccc(Oc3ccccc3)cc2)Oc2ccc(NC(=O)CCCCCC(=O)Nc3ccccc3N)cc2CC1=O
[38] C[C@H](CO)N1C[C@H](C)[C@H](CN(C)Cc2ccc(C(=O)O)cc2)Oc2ccc(NC(=O)Cc3cn(C)c4ccccc34)cc2CC1=O
assay / compound	36	37	38
T cruzi HTS	-27	49	-56
INS-1E ATP HTS	7	28	24

# (list continues)
no.	smiles	T cruzi HTS	INS-1E ATP HTS
51	C[C@H]1CN([C@@H](C)CO)C(=O)c2cc(NC(=O)CCCCCC(=O)Nc3ccccc3N)ccc2O[C@H]1CN(C)C	-30	7
52	Cc1ccc(S(=O)(=O)Nc2ccc3c(c2)C(=O)N([C@@H](C)CO)C[C@H](C)[C@@H](CN(C)S(=O)(=O)c2cccs2)O3)cc1	1	-4
53	C[C@@H]1CN([C@@H](C)CO)C(=O)c2cccc(NC(=O)Nc3ccc(C(F)(F)F)cc3)c2O[C@H]1CN(C)C(=O)Nc1ccccc1	-32	-8
54	C[C@H]1CN([C@@H](C)CO)C(=O)c2cccc(NS(C)(=O)=O)c2O[C@@H]1CN(C)CC1CCCCC1	-38	7
55	O=C(NO)c1cccc(C(=O)N/N=C/c2ccncc2Br)c1	-6	-12
56	Cc1noc(C)c1NC(=O)Nc1cccc2c1O[C@H](CN(C)C(=O)Nc1c(C)noc1C)[C@H](C)CN([C@H](C)CO)C2=O	-17	12
57	Cc1noc(C)c1NC(=O)Nc1cccc2c1O[C@H](CN(C)C(=O)Nc1ccc(C(F)(F)F)cc1)[C@@H](C)CN([C@@H](C)CO)C2=O	-25	4
58	COc1ccc(NC(=O)N(C)C[C@@H]2Oc3ccc(NC(=O)Nc4ccccc4)cc3C(=O)N([C@@H](C)CO)C[C@H]2C)cc1	10	-1
59	Cc1ccc(S(=O)(=O)Nc2cccc3c2O[C@H](CN(C)CC2CCCCC2)[C@@H](C)CN([C@H](C)CO)C3=O)cc1	51	3
60	C[C@H](CO)N1C[C@H](C)[C@H](CN(C)Cc2cccnc2)OCc2cnnn2CCCC1=O	-2	·
61	Cc1noc(C)c1NC(=O)Nc1ccc2c(c1)C(=O)N([C@H](C)CO)C[C@H](C)[C@@H](CN(C)Cc1ccc(Cl)c(Cl)c1)O2	-14	-2
62	C[C@@H]1CN([C@@H](C)CO)C(=O)CCCn2nncc2CO[C@@H]1CN(C)C(=O)c1cc(-c2ccccc2)on1	-2	-3
63	C[C@@H]1CN([C@H](C)CO)C(=O)c2cccc(NC(=O)CCCCCC(=O)Nc3ccccc3N)c2O[C@H]1CN(C)C(=O)Nc1ccccc1	3	0
64	C[C@@H]1CCCCO[C@@H](CN(C)Cc2ccc(Cl)c(Cl)c2)[C@@H](C)CN([C@H](C)CO)C(=O)c2cc(N(C)C)ccc2O1	12	-37
65	C[C@H]1CN([C@@H](C)CO)C(=O)Cc2cc(NS(=O)(=O)c3ccc(Cl)cc3)ccc2O[C@@H]1CN(C)Cc1ccccc1	69*	7
66	C[C@@H]1CN([C@H](C)CO)C(=O)Cc2cc(NC(=O)Cc3ccccc3)ccc2O[C@H]1CN(C)C(=O)Nc1ccc(F)cc1	-10	17
67	O=C(CCCCCCC(=O)Nc1ccccc1O)N/N=C/c1ccc(O)cc1	-10	-13
68	C[C@@H]1CCCCO[C@H](CN(C)C(=O)Nc2cccc3ccccc23)[C@@H](C)CN([C@H](C)CO)C(=O)c2cc(N(C)C)ccc2O1	-1	-1
69	C[C@H]1CN([C@@H](C)CO)C(=O)c2cccc(NS(C)(=O)=O)c2O[C@@H]1CN(C)Cc1ccc(Cl)c(Cl)c1	-1	2

# Single records, from the list above. Values in the order: T cruzi HTS	INS-1E ATP HTS
# Profile of Cc1noc(C)c1NC(=O)Nc1ccc2c(c1)C(=O)N([C@H](C)CO)C[C@H](C)[C@@H](CN(C)Cc1ccc(Cl)c(Cl)c1)O2 : -14	-2
# Profile of Cc1ccc(S(=O)(=O)Nc2ccc3c(c2)C(=O)N([C@@H](C)CO)C[C@H](C)[C@@H](CN(C)S(=O)(=O)c2cccs2)O3)cc1 : 1	-4
# Profile of C[C@@H]1CCCCO[C@@H](CN(C)Cc2ccc(Cl)c(Cl)c2)[C@@H](C)CN([C@H](C)CO)C(=O)c2cc(N(C)C)ccc2O1 : 12	-37
# Profile of C[C@@H]1CN([C@H](C)CO)C(=O)Cc2cc(NC(=O)Cc3ccccc3)ccc2O[C@H]1CN(C)C(=O)Nc1ccc(F)cc1 : -10	17
# Profile of COc1ccc(NC(=O)N(C)C[C@@H]2Oc3ccc(NC(=O)Nc4ccccc4)cc3C(=O)N([C@@H](C)CO)C[C@H]2C)cc1 : 10	-1
